NCI-60 one-dose screen, 48 h, at 10 µM unless noted. Numbers give growth in % (100 = growth as untreated, 0 = no growth, -100 = all killed).
SN12C = SN12C renal cancer cells. 81,000 tested, 3.8% active
786-0 = 786-0 renal cancer cells; 81,000 tested, 5.1% active
DU-145 = DU-145 prostate cancer | AID 1794760 | 81,000 tested, 4.2% active
CAKI-1 = CAKI-1 renal cancer; 75,000 tested, 4.7% active; AID 1794772
RXF 393 = RXF 393 renal cancer cells | 77,000 tested, 6.9% active | AID 1794773
A498 = A498 renal cancer cells | 76,000 tested, 5.4% active | AID 1794774
UO-31 = UO-31 renal cancer; 81,000 tested, 5.2% active; AID 1794768
ACHN = ACHN renal cancer; AID 1794771; 81,000 tested, 4.9% active
TK-10 = TK-10 renal cancer cells; 81,000 tested, 3.9% active; AID 1794769
The depositor's hits bear a star; · = no result given; & = joins results of further samples. How the source made its calls: active means growth percent below 10; inactive means the rest. Compounds as they come; any-hit rate near 11%.

Sample of the layout, four compounds:
SMILES	SN12C	786-0	DU-145	CAKI-1	RXF 393	A498	UO-31	ACHN	TK-10
COc1ccc2cnc(N)c(C#Cc3cc(C(=O)Nc4ccc(CN5CCN(C)CC5)c(C(F)(F)F)c4)cnc3C)c2c1	50	-50*	64	34	-13*	38	-72*	-43*	27
O=C1C=CC(=O)C(Sc2ccccc2)=C1	102	101	104	94	118	80	80	92	95
O=C(Cc1ccc(/C=C/C(=O)c2nccs2)cc1)Nc1ccccc1	92	94	105	100	103	·	89	97	99
COc1cc(C2CC(c3ccc4c(c3)OCO4)=NN2C=O)cc(OC)c1OC (stereo not given)	46	37	32	6.4*	46	31	·	·	53

The whole of this part, repeating the preview:
SMILES	SN12C	786-0	DU-145	CAKI-1	RXF 393	A498	UO-31	ACHN	TK-10
COc1ccc2cnc(N)c(C#Cc3cc(C(=O)Nc4ccc(CN5CCN(C)CC5)c(C(F)(F)F)c4)cnc3C)c2c1	50	-50*	64	34	-13*	38	-72*	-43*	27
O=C1C=CC(=O)C(Sc2ccccc2)=C1	102	101	104	94	118	80	80	92	95
O=C(Cc1ccc(/C=C/C(=O)c2nccs2)cc1)Nc1ccccc1	92	94	105	100	103	·	89	97	99
COc1cc(C2CC(c3ccc4c(c3)OCO4)=NN2C=O)cc(OC)c1OC (stereo not given)	46	37	32	6.4*	46	31	·	·	53
Oc1ccccc1C1NC(=S)Nc2c1sc1ccc(Cl)cc21 (stereo not given)	90	94	108	88	97	77	70	91	109
CNC1=C([N+](=O)[O-])C(c2ccc(Br)cc2)C(C#N)=C(c2ccc[nH]2)O1 (stereo not given)	100	104	109	88	111	104	86	99	117
CC(=O)c1c(C)[nH]c2c1c(-c1cnc[nH]1)nc1ccccc12	94	99	102	93	130	106	69	99	120
CCCCn1c(=O)c(-c2cc(-c3ccc(F)cc3)nc(-c3ccc(F)cc3)c2)cc2ccc(Cl)cc21	93	112	117	100	111	100	88	100	120
CC(C)OC(=O)[C@H](C)NP(=O)(OC[C@H]1O[C@@H](n2cnc3sc4c(=O)[nH]c(N)nc4c32)C(F)(F)[C@@H]1OP(=O)(N[C@@H](C)C(=O)OC(C)C)Oc1ccccc1)Oc1ccccc1 (stereo not given in full)	69	85	69	98	60	58	84	95	94
CCCCCCCNC(=O)C(Cl)Cl	94	105	114	96	·	84	92	106	87
COc1ccc2nc3cc(Cl)ccc3c(Cl)c2n1	99	110	102	81	120	91	69	101	118
Nc1ccc2c(O)c(N=Nc3ccccc3)c(S(=O)(=O)O)cc2c1	100	101	111	·	101	·	65	96	111
O=C1N=c2ccccc2=C/C1=C\c1cc(-c2ccccc2)[nH]c1O	95	97	100	88	77	77	83	82	138
COc1ccc(-c2nn(-c3ccccc3)cc2-c2nc3ccccc3o2)cc1	97	116	109	104	98	88	84	103	166
CC1(C)OC(=O)C(=Cc2ccc(Br)cc2)C(=O)O1	95	109	113	93	106	92	75	100	125
C=C(C)[C@@H]1CCC=C2CC[C@]3(C)[C@H](CC[C@@H]4[C@@]5(C)CC[C@H](O)C(C)(C)[C@@H]5CC[C@]43C)[C@H]21	104	105	105	98	117	·	106	108	126
Cn1cnc([N+](=O)[O-])c1Sc1n[nH]c(N)n1	97	104	108	97	93	108	78	101	112
Nc1ccc([N+](=O)[O-])cc1-c1nc2ccccc2[nH]c1=O	95	101	105	74	94	·	69	82	147
O=C(Cc1ccccc1)NNc1nc(N2CCOCC2)nc(N2CCN(C(c3ccccc3)c3ccccc3)CC2)n1	94	99	101	67	110	·	66	80	111
O=C1c2cccc3cccc(c23)C(=O)N1Nc1nc(NC2CCCCC2)nc(N2CCOCC2)n1	94	104	108	76	109	127	69	90	129
COc1ccc(Cc2nnc3sc(SCC(=O)c4ccc(C)cc4)nn23)cc1	98	·	106	89	114	101	86	105	91
CC(=S)N/C=C(/c1ccc(Cl)cc1Cl)S(=O)(=O)Cc1ccc(Cl)cc1Cl	96	95	104	101	98	88	97	102	99
CSc1ncc(C(N)=O)c(N)n1	102	102	121	101	108	121	88	108	100
Nc1cc(N)c2cccnc2c1O	56	90	73	35	75	·	57	54	86
CCN(C(=O)N1CCN(c2cc3c(cc2F)c(=O)c(C(=O)O)cn3C2CC2)CC1)c1nc(-c2ccc(Cl)cc2)cs1	3.3*	13	24	6.1*	18	3.1*	5.0*	-12*	28
CCOc1ccc(-c2[nH]ncc2-c2ccc(OC)cc2)c(O)c1	94	103	108	87	80	58	71	86	116
CCCCC(=O)N[C@H]1C[C@H]2CC[C@@]1(C)C2(C)C	99	96	108	102	114	71	87	110	93
O=C(NNc1ccc([N+](=O)[O-])cn1)Nc1ccc(Br)cc1	107	97	91	97	101	86	76	98	97
Cc1ccc(S(=O)(=O)N2CCC(=O)c3ccccc32)cc1	81	94	62	92	61	83	71	91	89
Cc1nc2ccc(Cl)cn2c1C(=O)NCc1ccc(OCc2cn(Cc3ccccc3)nn2)cc1	88	105	107	90	104	89	72	89	118
COc1ccc(-c2c(C#N)c(-c3ccccc3)nc3c2c(-c2ccc(Cl)cc2)nn3-c2ccccc2)cc1	105	104	106	99	114	101	86	107	102
COC(=O)CNC(=O)[C@H](CCSC)NC(=O)[C@H](Cc1ccccc1)NC(=O)[C@@H]1CCCN1C(=O)OC(C)(C)C	95	98	106	88	106	90	86	98	98
COc1cc(/C=C/C(=O)Oc2ccc(/C=C/c3cc(OC(=O)/C=C/c4ccc(O)c(OC)c4)cc(OC(=O)/C=C/c4ccc(O)c(OC)c4)c3)cc2)ccc1O	101	101	110	·	101	92	86	·	127
O=C1OC(N2CCCCC2)c2nc3ccccc3c(/C=C/c3ccccc3)c21 (stereo not given)	102	108	99	91	102	104	83	81	113
NNC(=O)/C(=C\c1cccc([N+](=O)[O-])c1)CC(=O)c1ccc(Cl)c(Cl)c1	95	105	87	59	85	66	56	94	120
Cc1cc(C)c([N+](=O)[O-])cc1C	89	95	101	83	106	89	59	96	85
OCCSc1c(Cl)c(Cl)c(SCCO)c(Cl)c1Cl	107	93	108	96	119	92	101	108	75
Nc1nc2nnc(-c3ccccc3)c(-c3ccccc3)n2n1	95	111	99	96	·	87	106	98	121
NC(=O)c1nc2c([nH]c1=O)CCCC2	107	106	108	93	98	99	84	106	102
COc1ccc2c(CCCc3ccc(Cl)cc3Cl)c3[n+](cc2c1OC)CCc1cc2c(cc1-3)OCO2	-25*	17	18	72	·	·	25	22	0.6*
CC[C@]12C=CCN3CC[C@@]4(c5cc(NC(=O)CN[C@@H](Cc6c[nH]c7ccccc67)C(=O)OC)c(OC)cc5N(C)[C@H]4[C@@](O)(C(=O)OC)[C@@H]1OC(C)=O)[C@@H]32	96	105	108	79	105	121	71	98	113
COc1ccc(-c2nc(N)nc(C)c2-c2ccc(Cl)cc2)c(O)c1	105	103	101	99	93	85	77	88	117
NC(=S)N/N=C/c1ccncc1	98	105	105	97	111	98	94	112	99
CCN1C(=O)N(CC)C2C1NN=c1s/c(=C3\C(=O)Nc4ccccc43)c(=O)n12 (stereo not given)	34	28	15	35	·	-27*	43	43	60
O=S(=O)(NCCNc1nccc(-c2c(-c3cccc(F)c3)nc3sccn23)n1)c1cccc(F)c1	55	64	65	45	80	·	30	40	88
CC#CC(C)(C)N(C)C	110	103	105	101	110	91	93	104	100
CCOC(=O)N1CCN(/C=c2\sc3ncnn3c2=O)CC1	96	106	113	102	115	·	103	108	96
Nc1nc(N)c2c(n1)CN(Cc1ccc(Cl)cc1)C2	98	110	109	89	120	106	78	91	110
N#Cc1c(N2CCN(Cc3ccccc3)CC2)nc(=S)[nH]c1-c1ccccc1	102	105	·	99	108	118	105	91	197
O=C(O)C1CSCN1 (stereo not given)	100&100	101&90	127&116	91&93	123	103&113	89&81	98&101	109&103
COc1ccc(C2=C(CN)C(O)NC(=NCC(=O)c3ccc4ccccc4c3)N2)cc1 (stereo not given)	103	98	107	94	112	118	81	94	98
COc1ccccc1C1OC2=C(Nc3ccc([N+](=O)[O-])cc3N2)C1=O (stereo not given)	98	108	106	79	108	95	63	91	132
COc1cc(-c2noc([C@H](C)NS(=O)(=O)c3ccc(C)cc3)n2)cc(OC)c1OC	89	105	105	101	101	·	94	104	94
[Cu+].[NH-][C@H]1C[N-]C(=O)[C@H]([C@H]2CCN=C(N)N2)[N-]C(=O)/C(=C\NC(N)=O)[N-]C(=O)[C@H](CNC(=O)C[C@@H](N)CCCN)[N-]C(=O)[C@H](CO)[N-]C1=O	103	102	112	88	105	86	87	108	98
N=C(N)c1ccc(-c2ccc(-c3cccs3)s2)nc1	61	56	64	34	31	-26*	2.6*	57	47
Cc1ccc(O)c(C(=O)c2ccc(Cl)cc2)c1	93	96	113	98	111	110	78	95	100
CC1=CC2c3oc(-c4ccccc4)c(C(=O)c4ccccc4)c3CNC2C=C1 (stereo not given)	88	111	112	95	94	100	72	87	96
Nc1cccc[n+]1CCC(=O)[O-]	106	100	108	103	·	100	92	110	99
Oc1c(Cl)cc(Cl)cc1C1Nc2ccccc2-n2cccc21 (stereo not given)	96	80	94	97	102	104	74	96	122
COc1cc2oc3cc(C)oc(=O)c3c2cc1OC	93	83	100	86	104	86	83	94	97
Further compounds.
SMILES	SN12C	786-0	DU-145	CAKI-1	RXF 393	A498	UO-31	ACHN	TK-10
O=C1OC(=O)c2c(Br)c(Br)c(Br)c(Br)c21	105	102	106	111	102	99	94	105	98
O=C(Cn1cc(C2CC2)nn1)Nc1nc(-c2ccc(F)cc2)cs1	95	78	103	99	115	67	84	104	72
O=C(COc1ccc(Cl)cc1Cl)NCCO	·	106	108	97	100	105	87	99	89
ClC1=C(Br)C(Br)(Br)C(=C(Br)Br)C1(Br)Br	96	109	104	61	94	·	72	79	80
O=C1/C(=C\c2cccc(OCCCCCOc3ccc(Cl)cc3)c2)N=C2SCCCN12	78	73	84	53	71	40	39	49	57
CCN(CC)CCCC(C)Nc1nc(-c2ccc(OC)cc2)nc2cc(Cl)ccc12 (stereo not given)	58	65	78	79	·	37	45	37	89
COc1cc(NC(=O)Nc2cccc(-c3cc(=O)c4ccccc4o3)c2)cc(OC)c1OC	87	98	83	66	·	71	76	89	79
C=CCNC(=O)/C(=C/c1cccc([N+](=O)[O-])c1)NC(=O)c1ccccc1	103	85	116	91	·	130	90	94	101
OC1(c2ccccc2)CC(c2ccccc2)c2ccccc2O1 (stereo not given)	98	106	109	89	115	·	74	100	105
COc1ccc(NCc2cn(-c3ccc(C(=O)O)cc3)nc2-c2ccc(C(=O)O)cc2)cc1C(F)(F)F	95	90	96	86	90	81	88	98	83
Nc1cccc(C(=O)Nc2ccc3c(O)c(N=Nc4ccccc4)c(S(=O)(=O)O)cc3c2)c1	98	117	127	88	135	·	87	110	124
CCCCCCCC(=O)N1CCOCC1	100	102	115	104	·	174	95	101	103
Nc1ccccc1Cn1c(=O)[nH]c2cnc(Nc3ccc(OCCN4CCCCC4)cc3)nc21	98	95	111	80	93	57	70	101	88
CCN(CC)CCC(c1ccccc1)c1ccccc1	95	·	124	125	111	106	·	100	109
CCc1c(N)nc(N)nc1Nc1ccc(C)cc1	109	93	102	86	98	104	85	103	102
COc1ccc2c(c1)C(Sc1ccc(C)cc1)c1c(nc(N)c(C#N)c1N)O2 (stereo not given)	92	93	106	85	88	108	49	89	109
NCCCCn1c(Cc2ccc(Cl)c(Cl)c2)nnc1Cc1cc2ccccc2[nH]1	103	100	107	81	114	132	84	100	107
Cc1nc2sccn2c1-c1nc2sccn2c1/C=C1/C(=O)Nc2ccccc21	66	51	48	2.3*	33	5.7*	40	41	71
COc1ccc(CNc2ccc(Nc3ncc(NC(=O)Nc4cc(OC)cc(OC)c4)c(Oc4ccc(OC)cc4)n3)cn2)cc1	97	97	108	84	82	92	71	98	87
C=CCN(C)S(=O)(=O)/N=C1\NC(=O)NC1=C(Cl)Cl	-22*	32	73	2.8*	·	98	93	-97*	66
CCc1ccc(-c2ccc(NC3CCCCCC3)nn2)cc1S(N)(=O)=O	101	103	114	97	115	107	102	96	93
Cn1cc(-c2nc(N)nnc2-c2c[nH]c3ccc(F)cc23)c2cccnc21	49	52	50	13	61	37	15	15	45
O=c1[nH]nc(Br)c(=O)n1C(c1ccccc1)c1ccccc1	92	108	93	86	107	79	79	94	106
COCCOC(=O)C1=C(C)NC(=S)NC1c1ccc2c(c1)OCO2 (stereo not given)	104	107	108	100	101	96	88	106	104
COc1ccc(-c2cc(NC(=O)Nc3cccc(Br)c3)no2)cc1	94	102	111	88	99	96	92	103	121
CCn1c(SCC(=O)Nc2nc3ccc(OC)cc3s2)nnc1-c1cccnc1Nc1cc(OC)c(OC)c(OC)c1	103	112	108	81	123	77	59	91	141
COc1cc(-c2nnc(SCC(=O)Nc3ccc(C(=O)/C=C/c4ccc(Cl)cc4)cc3)o2)cc(OC)c1OC	93	98	97	·	102	77	73	·	92

Quoted at random: four records from the list
SMILES	SN12C	786-0	DU-145	CAKI-1	RXF 393	A498	UO-31	ACHN	TK-10
COc1ccc(-c2cc(NC(=O)Nc3cccc(Br)c3)no2)cc1	94	102	111	88	99	96	92	103	121
Cc1nc2sccn2c1-c1nc2sccn2c1/C=C1/C(=O)Nc2ccccc21	66	51	48	2.3*	33	5.7*	40	41	71
COc1cc(-c2nnc(SCC(=O)Nc3ccc(C(=O)/C=C/c4ccc(Cl)cc4)cc3)o2)cc(OC)c1OC	93	98	97	·	102	77	73	·	92
Cn1cc(-c2nc(N)nnc2-c2c[nH]c3ccc(F)cc23)c2cccnc21	49	52	50	13	61	37	15	15	45

Some of the entries above, reformatted:
Order of results – SN12C, 786-0, DU-145, CAKI-1, RXF 393, A498, UO-31, ACHN, TK-10
O=C1N=c2ccccc2=C/C1=C\c1cc(-c2ccccc2)[nH]c1O
 : 95, 97, 100, 88, 77, 77, 83, 82, 138
CCOC(=O)N1CCN(/C=c2\sc3ncnn3c2=O)CC1
 : 96, 106, 113, 102, 115, ·, 103, 108, 96
